Source: PubChem (The Scripps Research Institute Molecular Screening Center)
LYPLA1 counter: blocks human lysophospholipase 1, a PME1 counter-screen; inhibition, % at 5.9 µM; 320,000 compounds, 0.16% hits; recombinant LYPLA1, FP-Rh probe fluorescence polarization; O75608; AID 2174;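 active means inhibition above the mean of all tested compounds plus 3 SD, set per campaign, cut at about 14% in these data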;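 further: inhibitors block serine hydrolase probe labeling of LYPLA1 so polarization falls; 0% = enzyme with DMSO and 100% = wells lacking LYPLA1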
Target sequence (O75608 whole entry, looked up): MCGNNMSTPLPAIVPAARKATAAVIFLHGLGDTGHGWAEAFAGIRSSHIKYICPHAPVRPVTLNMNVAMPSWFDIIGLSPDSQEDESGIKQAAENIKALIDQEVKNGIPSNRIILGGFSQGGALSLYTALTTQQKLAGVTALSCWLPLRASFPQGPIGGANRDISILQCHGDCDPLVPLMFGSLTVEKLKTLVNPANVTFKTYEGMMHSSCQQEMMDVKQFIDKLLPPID
PAFAH1B2 FP inh: blocks human PAF acetylhydrolase 1b catalytic subunit 2 | recombinant PAFAH1B2, FP-rhodamine activity probe, fluorescence polarization | inhibition, % at 3.39 µM | 340,000 compounds, 1.2% hits | AID 492953;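 active means inhibition above the mean of all tested compounds plus 3 SD, cut at about 24% in these data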;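 further: 0% = enzyme with DMSO and 100% = wells lacking PAFAH1B2; many of its hits are not listed in these tables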
PAFAH1B3 inh: PAFAH1B3 (human) inhibition. recombinant PAFAH1B3, FP-rhodamine probe, fluorescence polarization. inhibition, % at 3.39 µM. 340,000 compounds, 0.28% hits;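 active means inhibition above the screen-wide average of all tested compounds plus 3 SD, cut at about 25% in these data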;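 further: 0% = enzyme with DMSO only and 100% = wells lacking PAFAH1B3 protein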
PME-1 primary: PME-1 (human) inhibition. Q9Y570. recombinant PME-1, FP-Rh probe fluorescence polarization. inhibition, % at 5.9 µM. 320,000 compounds, 0.53% hits;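 active means inhibition above the campaign mean of all compounds plus 3 SD, cut at about 26% in these data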;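 further: competitive labeling of PME-1 active site by serine hydrolase directed probe; 0% = PME-1 with DMSO and 100% = wells lacking PME-1 enzyme; inhibitors block probe labeling so polarization falls and inhibition rises; many of its hits are not listed in these tables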
GSTO1 counter: GSTO1 inhibition, counter-screen for RBBP9 inhibitors; recombinant GSTO1, activity-based probe fluorescence polarization; 300,000 compounds, 1.1% hits; AID 1974; inhibition, % at 5.96 µM; P78417;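 active means inhibition above the campaign mean inhibition plus 3 SD, cut at about 35% in these data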;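 further: 0% = GSTO1-1 with DMSO and 100% = wells lacking GSTO1-1 enzyme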
PAD4 inh: inhibitors of human PAD4; recombinant PAD4, RCA probe fluorescence polarization; inhibition, % at 6.36 µM; 330,000 compounds, 0.41% hits; AID 485272;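 active means percent inhibition above a cutoff equal to the mean of all tested compounds plus 3 SD, cut at about 15% in these data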;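 further: 0% = PAD4 with RCA probe and DMSO and 100% = probe without PAD4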
LYPLA2 counter: LYPLA2 (human) inhibition in PME1 counter-screen; recombinant LYPLA2, FP-Rh probe fluorescence polarization; inhibition, % at 5.9 µM; 320,000 compounds, 0.38% hits;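 active means inhibition above the screen-wide mean plus 3 SD, limit set per campaign, cut at about 26% in these data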;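 further: 0% = LYPLA2 with DMSO and 100% = wells lacking LYPLA2 enzyme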
Target sequence (O95372 whole entry, looked up): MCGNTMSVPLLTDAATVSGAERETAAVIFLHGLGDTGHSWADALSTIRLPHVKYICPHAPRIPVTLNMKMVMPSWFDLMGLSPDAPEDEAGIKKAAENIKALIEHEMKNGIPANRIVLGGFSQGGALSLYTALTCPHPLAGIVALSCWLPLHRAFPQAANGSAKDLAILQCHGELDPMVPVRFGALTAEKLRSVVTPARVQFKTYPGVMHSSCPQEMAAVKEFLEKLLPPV
pPAFAH inh: pPAFAH (human) enzyme inhibition; Q13093; inhibition, % at 3.39 µM; AID 463082; 330,000 compounds, 1.5% hits; recombinant pPAFAH, FP-rhodamine probe fluorescence polarization;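 active means inhibition above the mean inhibition across the screen plus 3 SD, cut at about 25% in these data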;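 further: inhibitors block binding of the rhodamine activity-based probe so polarization drops; 0% = enzyme with DMSO and 100% = wells lacking pPAFAH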
Target sequence (Q13093 whole entry, looked up): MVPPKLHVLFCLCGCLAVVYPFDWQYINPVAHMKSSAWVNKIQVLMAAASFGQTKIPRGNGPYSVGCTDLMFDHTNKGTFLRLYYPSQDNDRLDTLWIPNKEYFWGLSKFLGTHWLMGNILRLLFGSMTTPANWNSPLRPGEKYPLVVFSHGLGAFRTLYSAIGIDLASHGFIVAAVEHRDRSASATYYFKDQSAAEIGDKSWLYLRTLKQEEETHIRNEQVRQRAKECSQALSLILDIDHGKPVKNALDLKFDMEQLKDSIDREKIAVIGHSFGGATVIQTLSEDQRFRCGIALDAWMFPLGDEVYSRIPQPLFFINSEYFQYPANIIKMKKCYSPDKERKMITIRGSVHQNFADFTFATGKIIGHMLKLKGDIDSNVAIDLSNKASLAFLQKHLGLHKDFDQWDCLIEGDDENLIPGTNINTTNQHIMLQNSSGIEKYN
PAFAH2 FP inh: inhibitors of human PAFAH2; recombinant PAFAH2, FP-rhodamine activity probe, fluorescence polarization; 340,000 compounds, 0.99% hits; Q99487; AID 492956; inhibition, % at 3.39 µM;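 active means inhibition above the mean over all tested compounds plus 3 SD, cut at about 30% in these data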;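 further: inhibitors block probe labeling of enzyme so polarization drops; 0% = enzyme with DMSO and 100% = wells lacking PAFAH2 protein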
* hit, by the source's call; . = not tested or not shown. This is a subset; rates above refer to the full screens.

SMILES	LYPLA1 counter	PAFAH1B2 FP inh	PAFAH1B3 inh	PME-1 primary	GSTO1 counter	PAD4 inh	LYPLA2 counter	pPAFAH inh	PAFAH2 FP inh
Cc1ccc(O)c(-c2cc(-c3cccc(Br)c3)n[nH]2)c1	-11.4	3.5	6.2	-5.6	-20.2	-12.6	-24.4	3.1	-10.9
c1coc(CNc2ncnc3[nH]ncc23)c1	3.4	-0.9	11.4	1.2	-6.8	-1.1	10.4	-5.9	-9.4
NC(N)=NS(=O)(=O)c1ccc(NC(=S)NC(=O)c2ccc3c(c2)OCO3)cc1	-3.2	-4.5	3.0	0.6	0.4	1.2	4.7	3.2	-7.9
COc1ccc2nc(SCC(=O)N3CCCCCC3)c(C#N)cc2c1	-6.5	5.4	3.7	-3.4	-5.3	-5.3	1.8	-2.8	0.6
O=C(CCc1nnc(Cc2ccc(-c3ccccc3)cc2)o1)N1CCCC1	3.0	-4.0	2.5	3.1	10.2	-0.6	1.4	0.9	7.5
O=C(CC(c1ccccc1)c1ccccc1)OCn1nnc2ccccc2c1=O	-1.6	4.0	4.7	13.0	-0.3	-0.2	2.1	3.9	5.8
Cc1cc(NCCO)c2ccccc2n1	-3.2	-2.1	6.2	-3.6	2.1	-2.0	5.3	0.6	-2.1
CCc1ccc(-c2cc(C)no2)cc1S(=O)(=O)N1CCN(c2cccc(C)c2C)CC1	-2.9	-2.1	3.8	-5.6	-5.1	-5.0	-1.7	2.2	-4.1
CC(C)Sc1nc2ccccc2n1CC(N)=O	1.0	0.6	6.3	0.9	-2.8	-1.6	-0.1	2.1	5.5
c1ccc2c(N3CCCCC3)nc(N3CCCCC3)nc2c1	-0.4	3.9	7.3	-4.0	0.3	1.8	9.5	5.6	4.4
O=C(c1cccc(C(F)(F)F)c1)N1CCN(CCc2ccccc2)CC1	0.6	3.9	7.0	2.4	-0.8	-9.4	4.3	-8.8	-4.5
Cc1ccc(CN2C(=O)S/C(=C\c3ccccc3OCC(=O)O)C2=O)cc1	-3.3	8.6	6.2	-8.3	2.9	-1.2	-2.6	1.5	-0.5
CCn1c(=O)c2ccccc2n(Cc2cccc(C)c2)c1=O	1.8	5.3	-1.5	0.7	0.5	-1.6	4.3	7.8	-10.2
COC(=O)c1ccc2c(=O)n(CCN3CCOCC3)c(SCC(=O)Nc3ccccc3Cl)nc2c1	-5.3	3.5	7.1	1.6	-0.2	2.5	-0.7	3.9	-3.7
NNC(=O)CS(=O)(=O)c1ccc(Cl)cc1	-0.8	9.8	4.5	0.3	-0.5	0.3	2.3	0.9	-3.6
CC[C@@]1(c2ccccc2C)C(=O)N(C(=O)OC)N1C(=O)OC	1.2	-0.9	2.0	4.1	-0.1	1.4	-2.1	1.4	-7.4
CCCNc1nc(Nc2ccc(C)cc2)nc(N2CCCC2)n1	-1.8	4.0	0.8	5.1	-2.1	-4.9	-1.6	-2.8	-3.2
CN(C)C(N)=NCCC[C@H](N)C(=O)O	-0.6	-0.1	11.8	-2.3	6.9	-4.4	3.4	3.3	-0.4
COc1ccc(/C=N/N=C2/NC(=O)C(CC(=O)NC(N)=O)S2)cc1 (stereo not given)	3.9	4.0	11.2	-2.0	8.3	-1.9	-0.9	1.7	-2.7
Cc1ccc(N(C(C)C(=O)Nc2ccc(S(=O)(=O)N3CCOCC3)cc2)S(C)(=O)=O)cc1C (stereo not given)	-3.0	-6.3	3.1	1.2	2.5	-1.8	4.7	0.5	6.1
C=CCc1cccc(CNc2nc3ccccc3n2CC)c1O	-4.2	3.7	9.7	5.5	-8.3	1.9	0.3	10.8	2.9
CCOC(=O)c1cc(CC)sc1NC(=O)COc1ccc2c(C)cc(=O)oc2c1	3.9	-2.5	3.2	-0.7	-3.7	2.1	1.5	0.9	2.5
Cn1c(SCC(=O)NCCNC(=O)CSc2nnc(C(F)(F)F)n2C)nnc1C(F)(F)F	2.0	2.8	5.7	1.7	3.1	-1.2	5.2	0.9	6.6
CCC(C)c1nc2c(c(N3CCC3=O)c1-c1ccccc1)CCCC2 (stereo not given)	-3.0	2.1	7.6	-3.2	8.8	2.3	1.1	0.3	0.1
COc1ccc(NC(=O)C2CCC(C)(C(=O)O)C2(C)C)cc1 (stereo not given)	0.6	-3.8	2.9	-5.3	-0.5	-0.5	1.1	2.0	10.2
C[C@H]1CN=C(Nc2ccccc2)N1CCc1ccc(F)cc1	0.2	-2.7	1.4	-3.8	-3.1	-1.7	7.5	2.6	-2.8
CC(C)(O)[C@H]1Cc2cc3ccc(=O)oc3cc2O1	-2.9	1.3	3.0	-4.4	-3.6	2.7	-9.0	-5.0	4.7
C[C@H](CO)N1C[C@H](C)[C@@H](CN(C)C(=O)NC2CCCCC2)Oc2c(NC(=O)Nc3ccccc3)cccc2C1=O	.	8.5	7.0	.	.	5.0	.	-2.3	0.4
COc1c(Cl)cc(Cl)cc1CNCCNCCO	1.0	-3.7	5.0	5.9	5.9	6.8	4.2	1.3	10.8
CC1(C)Cc2c(C#N)c(N)n(-c3ccccc3)c(=O)c2CO1	-0.7	-2.3	7.6	-1.6	-5.4	6.9	6.3	6.6	-0.8
CCOC(=O)c1c(NC(=O)CN2CCCc3ccccc32)sc(C)c1CC	-4.1	4.3	8.5	-4.9	7.0	0.4	0.7	8.4	-8.0
COc1ccc(/C=C/C(=O)N2CCCC2)cc1OC	0.3	4.6	-1.9	7.4	-8.4	-0.3	-0.8	0.0	1.4
CCCc1cc(=O)oc2cc(OCC(=O)NCCc3ccc(S(N)(=O)=O)cc3)ccc12	5.7	5.7	4.3	0.8	4.6	-2.1	13.0	3.0	3.2
Cc1ccc(NC(Cc2cc(C)no2)c2ccccc2)cc1 (stereo not given)	-4.1	1.4	-1.8	6.6	1.8	1.4	3.7	0.8	-4.9
COc1cc(C(=O)NCC(c2cccs2)N2CCOCC2)c([N+](=O)[O-])cc1OC (stereo not given)	-2.2	0.9	2.3	9.0	8.2	-0.5	0.4	3.1	2.6
CC(C)(C)c1cc2cccnc2n1Cc1cccc(Cl)c1	-6.5	1.4	-8.5	-4.9	15.1	-8.6	-0.9	-3.7	3.1
Cc1ccc(-c2cc(C(=O)Nc3cnn(C45CC6CC(CC(C6)C4)C5)c3)no2)cc1	1.4	0.1	-2.0	1.5	11.0	-0.3	-0.7	-2.7	2.9
Cc1nc(C)c(C(=O)Nc2ccccc2-c2ccccc2)o1	2.3	1.2	3.3	4.0	-1.3	-4.3	0.0	6.9	-4.9
COc1ccc2cc(OCC(=O)NNC(=O)Nc3ccc(OC)c(OC)c3)ccc2c1	2.8	2.1	9.4	2.4	3.7	2.5	-2.3	-3.9	-1.4
CN(CC(=O)NC(=O)NC(C)(C)C)CC(=O)Nc1ccccc1Cl	0.9	0.3	-8.2	7.2	11.6	-1.1	6.9	3.0	-4.1
CN1C(=O)C(CC(=O)NCCc2ccccc2)N(NC(=O)c2ccc(Cl)cc2)C1=S (stereo not given)	-0.3	12.2	1.8	2.0	0.2	-2.8	-4.1	-7.1	1.4
CN(C)c1nnnn1-c1ccc(Oc2ccccc2)cc1	7.9	3.4	8.6	4.7	1.1	-3.6	10.3	-1.6	1.0
CC1(C)CC(N2CN(C3CCCCC3)CC2=O)CC(C)(C)N1	-0.4	-5.3	6.1	-5.2	-1.1	-4.5	-2.5	-2.3	0.5
Cc1cc(=O)n(CCCO)c(O)c1C#N	2.7	3.1	9.8	-0.3	-2.5	-6.0	-1.9	5.0	-4.4
CCN1CCCC1CNC(=O)CCNC(=O)c1cc(OC)c(OC)c(OC)c1 (stereo not given)	-3.2	-3.6	0.1	-1.4	2.4	0.8	0.0	3.6	-6.5
O=C(Nc1cccc(NC(=O)c2nccc3ccccc23)c1)c1ccco1	-4.3	0.9	-0.1	-3.1	-7.0	-6.2	-11.1	-0.1	-0.2
O=C(/C=C/c1ccc(S(=O)(=O)N2CCOCC2)cc1)N(CCO)Cc1ccccc1	2.5	2.7	-3.2	0.8	-2.3	0.3	6.6	0.0	3.1
COc1ccc(COC(=O)Oc2ccc(CNC(C)=O)cc2OC)c([N+](=O)[O-])c1	1.8	2.8	3.2	-2.2	8.8	3.2	7.9	6.7	2.6
O=[N+]([O-])c1cc(/C=N/Nc2nc(N3CCCCC3)nc(N3CCCCC3)n2)ccc1O	1.0	-0.4	-3.2	-4.3	2.9	0.9	0.2	-1.4	-8.1
COc1ccccc1-c1nnc(SCC(=O)Nc2ccc3[nH]c(=O)[nH]c3c2)n1N	-2.1	0.0	-0.9	3.5	-1.7	2.0	-4.1	0.5	-1.6
Cc1ccc(CNC(=O)CCn2ccc3cc(S(=O)(=O)N4CCCC4)ccc32)cc1	0.7	5.9	8.8	3.8	13.1	-2.3	0.9	2.9	8.9
CCn1cc(C(=O)O)c(=O)c2cc(F)c(N3CCN(C(=S)NC(=O)c4ccccc4C)CC3)cc21	1.0	-1.1	-5.0	1.9	9.2	1.8	5.2	-2.2	0.2
Cc1cc2c(=O)n(CC(=O)N3CCN(c4ccccc4)CC3)cnc2s1	0.7	-2.5	9.0	-2.2	-0.6	-8.2	-1.1	-4.3	-1.8
COc1cccc(CC(=O)Nc2ccc(-c3csc(C)n3)cc2)c1	0.1	3.6	-5.9	0.6	3.1	-0.7	-1.8	0.1	3.5
O=C(CCn1c(=O)oc2ccccc21)NCCN1CCc2ccccc2C1	0.8	5.9	0.5	-1.4	1.6	4.9	-1.3	1.0	0.6
Cc1cc(C(=O)OCc2nnc(-c3ccccc3)o2)c(C)n1-c1ccccc1	-0.3	-2.9	6.7	2.9	0.5	-3.8	5.1	8.3	12.9
CC(C)Cc1cc(C(=O)Nc2cc(Br)ccc2O)no1	-9.2	-1.4	-3.3	-11.4	0.2	-2.2	-14.7	0.7	9.9
NS(=O)(=O)c1ccc(NC(=S)N2CCN(c3ccc(Cl)c(Cl)c3)CC2)cc1	-6.5	-2.0	-1.6	2.2	3.9	1.6	1.3	4.3	1.3
Cc1ccc2nc(-c3ccccc3)cc(C(=O)NCCCn3ccnc3)c2c1	-1.2	-1.1	5.4	-1.9	2.7	-3.3	4.0	1.8	-2.3
CCOC(=O)C(CCCCCOc1ccccc1[N+](=O)[O-])C(=O)OCC	-3.2	-5.0	-1.9	7.3	5.3	-4.2	-4.5	-0.5	-1.2
Later entries:
SMILES	LYPLA1 counter	PAFAH1B2 FP inh	PAFAH1B3 inh	PME-1 primary	GSTO1 counter	PAD4 inh	LYPLA2 counter	pPAFAH inh	PAFAH2 FP inh
Cc1ccc(NS(=O)(=O)c2cccc(C(=O)O)c2)cc1S(=O)(=O)N1CCOCC1	0.9	5.2	-1.8	1.6	24.2	3.5	10.7	0.9	7.7
O=C(C(Cl)Cl)N1CCN(Cc2ccccc2)CC1	0.4	1.5	3.6	-6.1	35.1*	-3.9	2.5	0.4	1.1
CCOC(=O)c1c(C)nn(-c2ncccc2NC(=O)NC(C)C)c1C	0.7	1.1	2.7	2.6	2.2	3.3	-1.4	0.2	-0.1
Cc1ccc(C(=O)NCCCN2CCOCC2)o1	2.4	4.6	4.6	-4.5	-2.6	0.0	-0.1	3.5	4.9
CCCNS(=O)(=O)c1ccc(Oc2ncc(C(F)(F)F)cc2Cl)cc1	-4.6	2.9	4.2	-1.7	1.5	1.4	11.4	7.8	-8.2
